High-throughput results (PubChem)
USP1 inh: Inhibitors of USP1/UAF1: Primary Screen; Ubiquitin carboxyl-terminal hydrolase 1 (Homo sapiens), O94782; recombinant USP1/UAF1, Ub-Rhodamine cleavage fluorescence; Potency, µM (highest dose often 57.1 µM), for the others: at the top dose activity change, negative = inhibition, hits mostly inhibitors; actives 0.23% (n = 390,000); also: potency is read from the fitted curve at half-maximal effect; % is scaled to controls: 0 for no effect and ±100 for the full control effect; nearly all actives have a fitted effect of over 60% in size; inactives centre near -12
Target sequence (O94782 whole entry, looked up): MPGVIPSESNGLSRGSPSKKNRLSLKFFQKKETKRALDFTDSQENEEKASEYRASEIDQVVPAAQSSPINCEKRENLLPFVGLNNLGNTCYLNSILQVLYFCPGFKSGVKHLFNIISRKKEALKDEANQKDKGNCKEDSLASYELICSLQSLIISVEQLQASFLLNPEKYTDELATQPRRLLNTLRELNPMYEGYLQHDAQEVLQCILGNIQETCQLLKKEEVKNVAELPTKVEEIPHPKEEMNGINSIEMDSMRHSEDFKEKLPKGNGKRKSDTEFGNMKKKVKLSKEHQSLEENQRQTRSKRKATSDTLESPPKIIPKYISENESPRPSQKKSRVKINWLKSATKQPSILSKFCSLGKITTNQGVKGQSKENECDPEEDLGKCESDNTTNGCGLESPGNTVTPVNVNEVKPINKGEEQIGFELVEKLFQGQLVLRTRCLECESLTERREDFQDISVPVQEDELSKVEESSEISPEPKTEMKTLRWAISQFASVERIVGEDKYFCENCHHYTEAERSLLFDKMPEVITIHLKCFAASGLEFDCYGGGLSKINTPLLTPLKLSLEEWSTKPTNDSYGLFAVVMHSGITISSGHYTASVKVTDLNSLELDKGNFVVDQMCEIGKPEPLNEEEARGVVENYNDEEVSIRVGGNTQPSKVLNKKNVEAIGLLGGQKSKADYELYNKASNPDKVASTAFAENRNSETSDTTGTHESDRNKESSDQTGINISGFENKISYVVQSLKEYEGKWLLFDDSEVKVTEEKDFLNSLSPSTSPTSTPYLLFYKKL
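1 nM enzyme complex + cpd, 15 min RT; start with Ub-Rho 150nM final; kinetic fluorescence ex 480/em 540, 6 reads q60 s. Buffer 50mM HEPES pH 7.8, 0.5mM EDTA, 0.1 mg/ml BSA, 1mM TCEP, 0.01% Tween-20.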
Pin1 inh: qHTS Assay to Find Inhibitors of Pin1 | Peptidyl-prolyl cis-trans isomerase NIMA-interacting 1 (Homo sapiens), Q13526 | Pin1 FP peptide displacement, HiFluor488, 10 min | Potency, µM (doses to about 115 µM), for the others: top-dose activity, negative = inhibition, hits mostly inhibitors | actives 0.009% (n = 390,000); active = well fitted inhibition curve with a large enough effect in the polarisation, with a control signal flat, not every such curve was filed as active; inconclusive = small, poorly fitted or top-dose-only effect, or effect the other way, or a change in a side signal; inactive = no such curve, though single readings can be large or run the other way; the % refers to the polarisation; also: potency is read from the fitted curve at half-maximal effect; % is scaled to controls: 0 for no effect and ±100 for the full control effect
IDH1 R132H inh: qHTS for Inhibitors of mutant isocitrate dehydrogenase 1 (IDH1): qHTS | Isocitrate dehydrogenase [NADP] cytoplasmic (Homo sapiens), O75874 | AID 602179, 2012 | IDH1-R132H enzyme, NADPH consumption, diaphorase/resazurin fluorescence | Potency, µM (top dose mostly 76.6 µM), for the others: top-dose activity change, negative = inhibition, hits mostly inhibitors | actives 0.093% (n = 390,000); also: potency is read from the fitted curve at half-maximal effect; % is scaled to controls: 0 for no effect and ±100 for the full control effect; nearly all actives have a fitted effect of over 65% in size
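IDH1-R132H (0.5 ug/mL) preincubated 30 min with compound, then NADPH (0.016 mM) and alpha-KG (2 mM) added; 80 min at RT, pH 7.5. Remaining NADPH coupled via diaphorase/resazurin to fluorescence (540/590 nm); concentration-response curves normalized to no-enzyme control.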
GLS inh: qHTS for Inhibitors of Glutaminase (GLS); GLS enzymatic activity, qHTS titration; Potency, µM (titrated, usually from 45.5 µM), for inactives: top-dose activity change, negative = inhibition, usual class: inhibitors; actives 0.21% (n = 410,000); also: potency is read from the fitted curve at half-maximal effect; % is scaled to controls: 0 for no effect and ±100 for the full control effect
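hKGA; 45 mM KH2PO4 pH 8.2 + 0.02% Tween-20; cpd via pin tool; 1 mM Gln soln; GluOx/HRP/Amplex Red; RT 30 min; fluor. t0 & final.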
TrxR1 substrate: qHTS Assay for Substrates of Mammalian Selenoprotein Thioredoxin Reductase 1 (TrxR1): qHTS; Potency, µM (top dose mostly 114 µM), without a hit: top-dose activity change, negative = substrate turnover; Thioredoxin reductase 1, cytoplasmic (Rattus norvegicus), O89049; actives 0.01% (n = 390,000); purified TrxR1 substrate turnover, NADPH consumption readout; also: potency is read from the fitted curve at half-maximal effect; % is scaled to controls: 0 for no effect and ±100 for the full control effect; nearly all actives have a fitted effect of over 50% in size
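Rat TrxR1, dispensed at 90 nM, was prereduced with 400 uM NADPH (final) for 5 min at ~22 deg C, then incubated with compound 15 min before 400 uM selenite. A first-read NADPH fluorescence drop versus no-compound background flagged substrates.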
Tb PGK inh: qHTS Assay to Find Inhibitors of Phosphoglycerate Kinase; actives 0.043% (n = 380,000); Potency, µM (titrated, usually from 57.5 µM), for inactives: top-dose activity change, negative = inhibition, usual class: inhibitors; Phosphoglycerate kinase, glycosomal (Trypanosoma brucei brucei), P07378; PGK/GAPDH coupled, Kinase-Glo luminescence, 60 min; AID 602233, 2012; also: potency is read from the fitted curve at half-maximal effect; % is scaled to controls: 0 for no effect and ±100 for the full control effect; nearly all actives have a fitted effect of over 60% in size
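Recombinant glycosomal PGK reaction used 1,3-bisphosphoglycerate generated in-well by GAPDH (100nM final) in 100mM TEA pH 7.6, 5mM MgCl2, 0.01% Tween-20. After 60 minutes at room temperature, ATP was read by Kinase-Glo Plus luminescence end-point.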
TrxR1 inh: qHTS Assay for Inhibitors of Mammalian Selenoprotein Thioredoxin Reductase 1 (TrxR1): qHTS; Thioredoxin reductase 1, cytoplasmic (Rattus norvegicus), O89049; recombinant rTrxR1, NADPH fluorescence consumption, selenite substrate; Potency, µM (doses to about 114 µM), inactives show at the highest dose activity change, negative = inhibition, most hits filed as inhibitors; actives 1% (n = 390,000); also: potency is read from the fitted curve at half-maximal effect; % is scaled to controls: 0 for no effect and ±100 for the full control effect; nearly all actives have a fitted effect of over 65% in size
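Rat TrxR1 (90 nM in the dispensed reagent) was pre-reduced with 400 uM NADPH for 5 min at room temperature, then incubated with compound for 15 min. After 400 uM selenite was added, NADPH fluorescence (Ex 340/Em 450 nm) was followed for 8 min.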
HP1b chromo inh: HTS for Inhibitors of HP1-beta Chromodomain Interactions with Methylated Histone Tails. Potency, µM (series often up to 114 µM), for inactives: at the top dose activity change, negative = inhibition, most hits filed as inhibitors. Chromobox protein homolog 1 (Homo sapiens), P83916. actives 0.56% (n = 390,000). AlphaScreen HP1-beta / biotin-H3K9me3 peptide binding; also: potency is read from the fitted curve at half-maximal effect; nearly all actives have a fitted effect of over 70% in size; inactives centre near 23
Target sequence (P83916 whole entry, looked up): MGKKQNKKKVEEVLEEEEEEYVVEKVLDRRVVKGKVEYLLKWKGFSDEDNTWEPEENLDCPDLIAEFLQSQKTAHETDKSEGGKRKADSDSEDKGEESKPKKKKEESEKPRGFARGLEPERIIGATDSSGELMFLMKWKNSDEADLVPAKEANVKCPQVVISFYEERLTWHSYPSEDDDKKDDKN
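AlphaScreen: HP1-beta (50 nM) preformed 30 min with biotin-H3(1-18)K9me3 peptide (50 nM) in PBS pH 7.4, 0.01% Tween-20. Compound added for 30 min at RT, then streptavidin donor/nickel chelate acceptor beads (10 ug/mL) for 30 min.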
PI4K2A inh: qHTS for small molecular inhibitors of PI4K2A. activity change, negative = inhibition, % at 76.9 µM. actives 0.13% (n = 420,000). purified PI4K2A, ADP-Glo luminescence, 1 h; hits give low values. Phosphatidylinositol 4-kinase type 2-alpha (Homo sapiens), Q9BTU6; in the data active = activity change below about -50%; inconclusive = mostly about -30% to -49%;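 also: -100% = wells without enzyme as full effect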
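ADP-Glo luminescence measured ADP generated by PI4K2A enzyme (4 ug/mL before mixing) with 1.2 mM PI substrate (pre-mix) and 300 microM ATP (pre-mix). Tris pH7.5 buffer with MgCl2, Triton X-100; 1 h reaction at ambient temperature.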
An asterisk follows results filed as active; i = inactive; ? = inconclusive; nt = not tested or not shown; [ ] = dose if it differs, or a comment. Unless noted, calls follow the shape of the dose curve; as a rule, active = well fitted curve in the direction sought with a large enough effect; inconclusive = small, poorly fitted or top-dose-only effect, or another doubt; inactive = no such curve, though single readings can be large; an effect the other way counts as inactive or inconclusive. This is a subset (hit frequency here may not be typical).

SMILES	USP1 inh	Pin1 inh	IDH1 R132H inh	GLS inh	TrxR1 substrate	Tb PGK inh	TrxR1 inh	HP1b chromo inh	PI4K2A inh
COc1cccc(NC(=O)c2ccc(S(=O)(=O)N3CCCCC3)cc2)c1	-4%	1%	11%	-3%	-1%	-3%	18%	41%[activator]	2
CCOc1ccc(C2/C(=C(\O)c3ccc(OC)c(OC)c3)C(=O)C(=O)N2c2cc(C)on2)cc1OC (configuration not stated)	-16%	-1%	16%	21%	-19%	1%	-20%	1%	6
CCCC(NC(=S)NCC1CCCO1)C12CC3CC(CC(C3)C1)C2 (configuration not stated)	-4%	6%	3%	3%	7%[57.1 µM]	-8%	27%[57.1 µM]	13%	-1
COc1ccc(C2(C(=O)Nc3ccc(C(=O)O)cc3)CCOCC2)cc1	-3%	3%	2%	-18%	-12%	-1%	-15%	31%	-1
O=C(NCc1ccco1)c1cccc2c1C(=O)c1ccc(N3CCC(N4CCCCC4)CC3)cc1S2(=O)=O	?	nt	-1%	2%	nt	-6%	nt	nt	-4
C/C=C/C(=O)OCC(=O)Nc1nc2ccc(C)cc2s1	-17%	19%	1%	8%	1%	4%	10%	25%	-3
c1ccc(-c2csc3ncnc(N4CCN(Cc5ccc6c(c5)OCO6)CC4)c23)cc1	-22%	-1%	-1%	-3%	-3%	nt	13%	17%	1
CCCCNC(=O)c1sc2ncnc(N3CCc4ccccc4C3)c2c1C	-25%	-11%	11%	2%	25%	-2%	2.8µM*	2%	-5
CC1(C)CC(=O)/C(=C(/O)Cc2ccccc2)C(=NCCc2ccccc2)C1	-25%	-5%	9%	-1%	-5%	-7%	-3%	38%	-2
Cc1cc(Cl)ccc1NC(=S)N1CCOCC1	-12%	1%	2%	-5%	-8%	-6%	-25%	24%	0
Cc1ccnc2nc(C(=O)OCC(=O)Nc3ccc([N+](=O)[O-])cc3Br)nn12	-16%	-2%	5%	7%	2%	-2%	9%	19%	-2
CCNC(COC(=O)c1ccc([N+](=O)[O-])cc1)C1CCCCC1 (configuration not stated)	-16%	-5%	3%	3%	-6%[57.1 µM]	-1%	2%[11.4 µM]	22%	-3
COc1cc(SC)ccc1C(=O)Nc1cc(C)ccn1	-14%	4%	-1%	-2%	-6%	-5%	4%	55%[activator]	-8
O=S(=O)(Nc1ccc(S(=O)(=O)Nc2nccs2)cc1)c1ccc(Br)cc1	-8%	-7%	?	25%	-1%	-10%	29%	25%	-1
O=C(NCc1cccnc1)c1ccc(Br)o1	-14%	-3%	5%	-12%	-5%	0%	-11%	17%	2

Whole records as entered above. Order of values: USP1 inh | Pin1 inh | IDH1 R132H inh | GLS inh | TrxR1 substrate | Tb PGK inh | TrxR1 inh | HP1b chromo inh | PI4K2A inh
CCCCNC(=O)c1sc2ncnc(N3CCc4ccccc4C3)c2c1C as listed: -25% | -11% | 11% | 2% | 25% | -2% | 2.8µM* | 2% | -5
COc1cc(SC)ccc1C(=O)Nc1cc(C)ccn1 as listed: -14% | 4% | -1% | -2% | -6% | -5% | 4% | 55%[activator] | -8
Cc1ccnc2nc(C(=O)OCC(=O)Nc3ccc([N+](=O)[O-])cc3Br)nn12 as listed: -16% | -2% | 5% | 7% | 2% | -2% | 9% | 19% | -2
COc1cccc(NC(=O)c2ccc(S(=O)(=O)N3CCCCC3)cc2)c1 as listed: -4% | 1% | 11% | -3% | -1% | -3% | 18% | 41%[activator] | 2
COc1ccc(C2(C(=O)Nc3ccc(C(=O)O)cc3)CCOCC2)cc1 as listed: -3% | 3% | 2% | -18% | -12% | -1% | -15% | 31% | -1

Quoted from the listing.
For IDH1 R132H inh, CC1(C)CC(=O)/C(=C(/O)Cc2ccccc2)C(=NCCc2ccccc2)C1 reads 9%
For HP1b chromo inh, COc1ccc(C2(C(=O)Nc3ccc(C(=O)O)cc3)CCOCC2)cc1 reads 31%

Later entries:
SMILES	USP1 inh	Pin1 inh	IDH1 R132H inh	GLS inh	TrxR1 substrate	Tb PGK inh	TrxR1 inh	HP1b chromo inh	PI4K2A inh
CSc1cccc(NC(=S)NCCCN2CCN(c3ccc(F)cc3)CC2)c1	-16%	2%	1%	4%	0%	6%	17%[0.0914 µM]	18%	2
Cc1ccnc(NC(=S)NC(=O)c2cccs2)c1	1%	6%	4%	14%	-7%	-2%	-20%	7%	-2
O=C(NC1CCCCC1)c1ccc2c(c1)S(=O)(=O)c1ccccc1C2=O	-10%	-5%	-2%	2%	9%[57.1 µM]	5%	21%[57.1 µM]	38%	-3
CCOC(=O)CSc1snnc1C	-6%	4%	2%	0%	4%[57.1 µM]	5%	-9%[57.1 µM]	18%	0
CCN(CC)C(=O)CN1C(=O)c2cccc3cccc(c23)C1=O	-19%	-3%	1%	3%	37%[activator][57.1 µM]	3%	-8%	39%[activator]	-2
O=C(C1CCCC1)N1CCC(CC2CC(c3cccc(Br)c3)=NO2)(C(=O)NCC2CCCCC2)CC1 (configuration not stated)	-24%	16%	11%	6%	-7%[57.1 µM]	-12%	7%[57.1 µM]	71%[activator]	-4
Cc1cc(C(=O)NCc2ccccc2C)c2c(C)nn(-c3cccc(F)c3)c2n1	-12%	1%	-15%	-2%	123%[activator]	i	65%[activator]	42%[activator]	-3
COc1cc(CC(=O)OCC(=O)Nc2ccc3c(c2)OCCO3)cc(OC)c1OC	3%	-1%	0%	-3%	-3%	-9%	13%	23%	0
O=C1C=C(/C=C/c2ccccc2)C[C@@H](c2ccc3c(c2)OCO3)C1	-22%	6%	-3%	4%	-14%	i	-14%	0%	3
CC(=O)c1cccc(N(CC(=O)NCCc2ccccc2)C(=O)c2csnn2)c1	-7%	0%	0%	-5%	5%[57.1 µM]	-4%	18%[57.1 µM]	-17%	-5
C=CCc1ccc(OCCOCCOc2ccc(C)cc2[N+](=O)[O-])c(OC)c1	-9%	8%	0%	-11%	-16%	i	14%[57.1 µM]	51%[activator]	0
O=C(C1CCCN(S(=O)(=O)c2cc(Cl)ccc2Cl)C1)N1CCCC1 (configuration not stated)	-3%	2%	-5%	-6%	5%	-4%	2%	22%	2
Cc1ccc(NC(=O)CSc2nc3ccccc3c(=O)[nH]2)cc1[N+](=O)[O-]	2%	-1%	-2%	5%	-4%	-9%	-1%	3%	-6
Cc1cccc(N2CCN(C(=O)Cc3cn(C)c4ccccc34)CC2)c1C	-19%	?	3%	?	-4%	i	-11%	?	-1
O=C1c2ccc3c4c(ccc(c24)C(=O)N1NC(=O)C(F)(F)F)CC3	?	nt	2%	-4%	49%[activator]	-15%	9%	22%	-3
CCCCSc1nc2c(c(C(F)(F)F)c1C#N)CCC2	-26%	-3%	4%	-11%	15%	19%	24%	289%[activator]	2
O=C(O)CCCc1c(-[n+]2ccccc2)[nH]c2ccccc12	-10%	-2%	-1%	22%	-13%	i	-11%	34%	-3
CCc1ccc(NC(=O)CSC2=Nc3ccccc3C3=NC(CCC(=O)NCc4ccco4)C(=O)N23)cc1 (configuration not stated)	?	48%[activator]	-22%	-15%	3%[57.1 µM]	0%	12%[57.1 µM]	-7%	-2
CCOc1ccc(C(=O)Nc2cc(C)on2)cc1OCC	-4%	1%	2%	16%	14%[57.1 µM]	1%	37%[activator][57.1 µM]	29%	-3
Cc1noc(C)c1CSc1nnc2cc(C)c3ccccc3n12	-3%	-2%	1%	1%	1%	14%	-6%	20%	4
NS(=O)(=O)c1ccc2nc(-c3ccccc3)c(-c3ccccc3)nc2c1	-16%	0%	-3%	106%[activator]	5%	-4%	17%[57.1 µM]	9%	2
CCOC(=O)c1sc(NC(=O)CCN2CCN(CC)CC2)c(C(=O)OCC)c1C	-7%	-1%	12%	-12%	7%[57.1 µM]	5%	6%[57.1 µM]	15%	6
O=C(Nc1ccccc1-c1ccccc1)C1CCCCC1	-17%	-1%	3%	-5%	1%	i	?	38%[activator]	0
CCOC(=O)c1c(NC(=O)C(C)Sc2cn(CCNC(=O)c3ccc(OCC)cc3)c3ccccc23)sc2c1CCC2 (configuration not stated)	-31%	40%[activator]	-4%	10%	1%[11.4 µM]	-3%	14%	16%	-5
COc1ccc(CCNC(=O)/C=C/c2ccc(OC)c(S(=O)(=O)N3CCOCC3)c2)cc1	-3%	21%	3%	0%	-9%	-9%	1%	20%	-1
